Screening data (PubChem)
LANA DNA inh = KSHV C-LANA DNA binding inhibition; MBP-C-LANA/FAM-LBS DNA binding, fluorescence polarization; inhibition, % at 9 µM; 340,000 tested, 0.078% active; AID 504423;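 active = highest replicate inhibition at or above 60% at 9 µM, even if other replicates fall short; inactive = all replicates below 60% inhibition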;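 note: 0% = neutral control wells and 100% = 4 µM acridine orange control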
Arr AP2 block = blocks beta-arrestin peptide binding to AP2 adaptin; AID 504490; 340,000 tested, 0.31% active; inhibition, % at 10 µM; FITC-arrestin peptide / GST-AP2 beads, flow cytometry; AP2 beta2 appendage carries R879A mutation;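 active = inhibition above a set limit, near 3 SD of compounds lacking own fluorescence, cut at about 54% in these data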;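 note: plate controls were DMSO wells for no effect and 5 µM unlabelled arrestin peptide for full effect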
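Assay system: GST-AP2 R879A bound to glutathione beads, E. coli-expressed; Medium: PBS with 0.05% Tween 20 and 0.1% BSA; Also added: fluorescein-tagged arrestin peptide at 50 nM final; Timing: 12 min plus 1 h, RT; Measured by: flow cytometry, FL1 (488/535 nm); Evaluation: percent drop in bead-associated FITC signal.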
SR-BI DiI inh = mouse SR-BI HDL lipid transfer inhibition; ldlA[mSR-BI] CHO cells, DiI-HDL uptake fluorescence, 3 h; inhibition, % at 12.5 µM; 320,000 tested, 0.96% active;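 active = mean replicate inhibition of at least 70% and a set share of replicates each scoring 70 or more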;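 note: 0% = median of neutral control wells and 100% = median of positive control wells; values of inactives mirror those of a sister screen read the other way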
Target sequence (Q61009 whole entry, looked up): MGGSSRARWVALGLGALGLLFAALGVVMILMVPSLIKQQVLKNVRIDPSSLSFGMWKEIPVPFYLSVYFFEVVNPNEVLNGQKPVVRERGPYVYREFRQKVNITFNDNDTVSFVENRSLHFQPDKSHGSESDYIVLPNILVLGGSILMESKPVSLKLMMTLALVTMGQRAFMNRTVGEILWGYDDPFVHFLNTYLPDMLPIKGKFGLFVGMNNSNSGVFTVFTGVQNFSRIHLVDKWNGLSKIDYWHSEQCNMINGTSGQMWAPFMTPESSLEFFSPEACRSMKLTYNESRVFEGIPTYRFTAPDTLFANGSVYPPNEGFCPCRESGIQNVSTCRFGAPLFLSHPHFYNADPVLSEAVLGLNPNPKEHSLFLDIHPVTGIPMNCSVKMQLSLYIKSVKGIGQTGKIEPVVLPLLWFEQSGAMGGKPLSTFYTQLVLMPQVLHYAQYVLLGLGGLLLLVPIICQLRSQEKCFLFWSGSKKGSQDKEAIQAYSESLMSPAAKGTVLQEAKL
RTF Ca sens inh = cardiac RTF calcium desensitization. P19429+P45379. IANBD-labeled cardiac RTF, Ca2+ fluorescence. inhibition, % at 7.15 µM. 340,000 tested, 0.12% active. AID 493244;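 active = inhibition above the mean inhibition of all tested compounds plus 3 SD, cut at about 17% in these data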;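 note: assay run at fixed EC70 calcium of 1.6 mM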
PKA-R2B act = activates the human PKA-R2B holoenzyme complex. PKA-R2B holoenzyme dissociation, Cy5-IP20 fluorescence polarization; R2B truncated from residue 108, S112A mutant; 0% DMSO only, 100% 113 µM cGMP. activation, % at 11.4 µM. 340,000 tested, 0.079% active;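 active = activation above a cutoff set at the mean over all compounds plus 3 SD, cut at about 18% in these data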;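 note: higher means more holoenzyme dissociation and a rise in polarization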
PvdQ inh = blocks Pseudomonas aeruginosa PvdQ acylase activity; purified PvdQ acylase, fluorescence plate reader; inhibition, % at 10 µM; 340,000 tested, 0.063% active; in the data active = inhibition above about 30%, passing the limit was not always enough;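 note: 0% = vehicle neutral wells and 100% = reference inhibitor wells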
Keap1-Nrf2 PPI = inhibitors of human Keap1-Nrf2 protein-protein interaction | Q14145 | Keap1 Kelch-Nrf2 peptide fluorescence polarization, 1536-well | inhibition, % at 9.4 µM | 340,000 tested, 0.15% active; in the data active = inhibition above about 12%;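 note: human Keap1 Kelch domain with fluorescein labeled Nrf2 9mer peptide probe; 0% = neutral control wells and 100% = peptide positive control; higher means more block of Keap1 binding to Nrf2 peptide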
DAGLB inh = blocks human DAGLB lipase activity; 340,000 tested, 0.059% active; Q8NCG7; inhibition, % at 5.17 µM; HEK293T DAGLB membrane lysate, EnzChek fluorogenic substrate; in the data active = inhibition above about 34%;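 note: 0% = enzyme with vehicle and 100% = wells lacking enzyme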
SR-BI DiI-HDL act = activators of SR-BI mediated HDL lipid uptake | CHO ldlA[mSR-BI] cells, DiI-HDL uptake fluorescence, 3 h; 100 = double the neutral-control signal | activation, % at 12.5 µM | 320,000 tested, 0.096% active | AID 504775;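 active = mean replicate activation of at least 60% and every replicate at or above 60%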;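 note: 0% = median plate neutral-control signal and 100% = twice that signal; values of inactives mirror those of a sister screen read the other way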
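System: CHO ldlA[mSR-BI] cells / Medium: HEPES-buffered (25 mM, pH 7.4) F12 plus 0.5% BSA / Probe or stimulus: labelled HDL, 10 µg/mL / Doses: single compound concentration, delivered by pin transfer / Schedule: 3 h, 37 °C / Measured by: DiI fluorescence, bottom read / Measure: cell-associated DiI fluorescence as measure of HDL uptake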
NSD2 inh = inhibitors of human histone methyltransferase NSD2; NSD2 peptide methylation, AlphaScreen, 120 min; inhibition, % at 12.5 µM; 310,000 tested, 0.54% active; AID 743445; in the data active = inhibition above about 50%
* = called active by the depositor; / = not tested or not shown.

molecule	LANA DNA inh	Arr AP2 block	SR-BI DiI inh	RTF Ca sens inh	PKA-R2B act	PvdQ inh	Keap1-Nrf2 PPI	DAGLB inh	SR-BI DiI-HDL act	NSD2 inh
FC(F)(F)c1ccnc(Oc2ccc(C3=NCCS3)cc2)c1	-0.1	-6	14	4	-5	-19	-5	-6	-14	-5
CC(C)CCNC(=O)[C@H](Cc1ccccc1)N1Cc2ccccc2C1=O	-2.2	18	-13	-3	-6	-9	0	1	13	-1
COc1cc(CN(CC(C)C)S(=O)(=O)c2ccccc2Br)cc(OC)c1	1.7	0	56	-8	-4	-8	5	-18	-56	/
Nc1c(C(=O)c2ccc(Cl)cc2)sc2nsc(SCCN3CCOCC3)c12	-0.2	3	21	-21	-6	-6	-7	-3	-21	-17
COc1cc(/C=N/NC(=S)Nc2cccnc2)cc(OC)c1O	-0.4	12	18	-7	-5	12	-2	0	-18	5
Cc1cc(NC(=O)CSc2nc3c(c(=O)n2CCc2ccccc2)SC(C)C3)no1 (configuration not stated)	0.7	-1	23	3	6	-16	-5	0	-23	/
O=C(NCCc1ccccc1)C(=O)NCC1OCCN1S(=O)(=O)c1ccccc1 (configuration not stated)	-6.7	-3	2	-10	0	-12	-5	-1	-2	1
COC(=O)N1C(=O)[C@@](c2ccccc2)(C2CCCCC2)N1C(=O)OC	1.5	20	-16	-4	2	1	-61	5	16	/
O=C(Nc1cccc2c1CCCC2)c1ccccc1F	-0.5	-6	8	-4	-3	-8	2	-10	-8	-1
COc1ccc(CCCC(=O)NCCc2ccccc2)cc1	-1.3	-14	-15	-9	-2	-18	-1	-2	15	-1
CCOC(=O)NC(=O)CSc1nnnn1-c1ccc(C)cc1	-0.6	-6	-2	-5	16	-15	-5	-3	2	-3
CCc1n[nH]c(=S)n1/N=C/c1c(O)ccc2ccccc12	0.6	8	-10	-7	4	5	0	-2	10	16
Cc1ccc(OCC(=O)NCc2ccco2)cc1C	1.4	4	16	-5	-1	-6	-4	3	-16	4
Cc1ccc(NN2C(=O)C=CC2=O)cc1	0.7	4	-36	-14	-2	-16	0	-2	36	1
CC1C/C(=C\c2cccnc2)C(=O)/C(=C/c2cccnc2)C1 (configuration not stated)	0.4	25	-1	-4	-3	-2	-5	-8	1	58*
Cc1ccccc1C(=O)Nc1cccc(-c2ccc(N3CCOCC3)nn2)c1	0.5	1	38	-6	-3	-8	-6	2	-38	-2
CC1CC1C(=O)OCC(=O)Nc1ccccc1Oc1ccccc1 (configuration not stated)	-1.9	/	4	-5	10	-16	-6	-12	-4	-7
Nc1ncnc2c1ncn2[C@@H]1O[C@H](CNCc2ccccc2OCC(=O)N2CCCCC2)[C@@H](O)[C@H]1O	-2.5	-1	-13	-12	3	-18	-6	-6	13	/
Cc1cc(/C=C2/C(=O)N(C)C(=S)N2C)c(C)n1C1CC1	-1.4	-4	4	-16	5	-3	3	1	-4	4
CC1(NC(=O)NCc2ccccc2)CCS(=O)(=O)C1 (configuration not stated)	-0.9	-6	-9	-7	-6	-17	-1	-1	9	-3
CC(=O)c1c(C)n(-c2ccc(Br)cc2)c2ccc(O)cc12	-1.1	29	8	-1	-1	-6	0	1	-8	1
Cc1ccc2c(c1)C=CC(C#N)N2C(=O)c1ccccc1 (configuration not stated)	1.4	6	22	9	-4	-7	5	-1	-22	1
Cc1ccccc1NS(=O)(=O)c1ccc2[nH]cc(C(=O)NCCCN3CCOCC3)c(=O)c2c1	0.5	7	-15	-12	5	5	-8	2	15	2
O=C(NNc1ncnc2c1cnn2-c1ccc(F)cc1)c1cccs1	-2.2	-2	/	-10	9	-8	2	3	/	/
O=C(O)C(Nc1nc(C(F)(F)F)nc2ccccc12)c1ccccc1 (configuration not stated)	1.8	2	-13	-8	5	-15	-2	1	13	-3
O=C(Nc1cccc2cccnc12)c1ccc(Cl)cc1Cl	1.4	1	27	-6	-6	-15	0	-14	-27	-2
Cc1ccc(S(=O)(=O)Nc2cccc(C(=O)N3CCCC3)c2)cc1F	-1.0	6	-11	-5	2	-10	-1	2	11	-3
COc1ccccc1-c1nc2ccccc2nc1-c1ccccc1	-0.4	1	-1	3	-8	1	0	-3	1	-7
Cc1ccccc1NCC(=O)N/N=C\c1ccc2c(c1)OCO2	0.7	-1	-14	-18	-6	-7	1	-3	14	1
CN(C)/C=C(\C#N)c1nc2ccccc2[nH]1	0.9	5	-42	1	-6	-1	-3	-1	42	-2
O=C(CSc1ccc(-c2nc3ccccc3[nH]2)cn1)Nc1ccc(S(=O)(=O)NC2CC2)cc1	1.0	8	35	-2	2	-9	0	1	-35	-1
COCCCNC(=O)c1cn(CC(C)C)c(=O)c2c1c1ccccc1n2C	0.3	10	10	-9	10	-5	-6	0	-10	/
COc1ccccc1CCCNC(=O)C1CCC(=O)N(Cc2ccccc2F)C1 (configuration not stated)	-0.9	17	-17	-5	0	9	-7	1	17	0
COc1ccc(/C=N/NC(=O)CNS(=O)(=O)c2ccc(C)cc2)cc1	-0.8	10	0	4	5	-7	0	-1	0	0
O=C(Cn1ccc([N+](=O)[O-])n1)Nc1nccs1	-0.6	9	-48	-3	-8	-10	-4	2	48	-3
CCN(C(=O)CN1C(=O)S/C(=C\C=C\c2ccccc2)C1=O)C1CCS(=O)(=O)C1 (configuration not stated)	0.1	37	19	-7	5	0	4	-2	-19	5
COc1cc(CCC(=O)OCC(=O)N2CC(=O)Nc3ccccc32)cc(OC)c1OC	1.1	-4	6	-10	3	-6	-7	0	-6	0
CCN(CC)c1ccc(N)cc1S(=O)(=O)Nc1ccc(OC)cc1	-0.7	2	5	2	1	-12	0	2	-5	0
NC(=O)c1ccccc1NS(=O)(=O)c1ccc(S(=O)(=O)N2CCCC2)cc1	1.8	-5	4	-14	-3	-10	-3	-2	-4	6
CC(=O)c1cccc(NC(=O)C2C(c3ccccc3)C2(Cl)Cl)c1 (configuration not stated)	1.6	2	20	-3	-1	-13	-7	-2	-20	-2
CN(c1ccc(OCCOc2ccccc2Cl)cc1)S(=O)(=O)c1ccccc1	2.2	-1	24	2	1	-3	0	-13	-24	3
C#CCOCCOCCOCCNc1nc(N2CCN(C(=O)Cn3cc(CCCCN)nn3)CC2)nc(N2CCN(C(=O)[C@H](C)n3cc(CCC(=O)O)nn3)CC2)n1	-1.9	9	-12	-7	-6	-11	-3	2	12	/
O=C(Nc1c(S(=O)(=O)c2ccccc2)csc1Br)c1ccccc1Cl	1.7	6	-9	/	/	-9	-3	/	9	1
O=C(Nc1cccnc1Cl)c1cc(-c2cccc(O)c2)on1	-0.2	16	0	-2	3	-2	3	2	0	44
CCN(C[C@H]1N[C@@](C)(C(=O)OC)[C@H]2C(=O)N(C)C(=O)[C@@H]12)S(=O)(=O)c1ccc(OC)cc1	-0.2	-19	4	-5	6	-5	-2	-2	-4	/
COc1cc(/C=N/Nc2nncn2N)ccc1OCc1c(C)no[n+]1[O-]	-0.3	5	/	-6	-1	-6	-5	0	/	/
CCOC(=O)c1cc(=O)[nH]c2ccccc12	-1.4	29	-7	1	-6	-7	-3	0	7	-3
O=C(NCCc1ccccc1)C(=O)NCC1(c2ccccc2)CCCC1	3.5	1	-19	2	-11	-11	0	-1	19	0
COc1ccc(Cl)cc1Nc1nc(C)cc(C)c1C(N)=O	1.0	6	0	7	-6	-8	-3	1	0	/
Cn1cccc1-c1cc(C(=O)N/N=C/c2ccc([N+](=O)[O-])cc2)[nH]n1	1.0	23	14	-23	2	1	-6	2	-14	-2
CC(C)=NNc1nc2c(c(=O)[nH]c(=O)n2C)n1CCCc1ccccc1	1.0	-11	7	-10	-8	-10	4	-1	-7	1
Brc1ccc(Br)c2cnccc12	-0.5	-7	-4	-5	5	-4	2	-4	4	-2
CC(C)OCCCNC(=O)[C@H]1N2C(=O)c3ccccc3C2SC1(C)C (some centres not stated)	2.7	32	-20	-6	-6	0	4	-3	20	-2
Cc1cc(C)cc(CC2CC(=O)N(c3cc(C)on3)C2=O)c1 (configuration not stated)	0.7	9	-26	-1	-3	-11	0	-2	26	-1
